# Source: PubChem (National Center for Advancing Translational Sciences (NCATS))
# Menin-MLL TR inh: qHTS Assay for Inhibitors Targeting the Menin-MLL Interaction in MLL Related Leukemias: Competition With Texas Red Labeled MLL-derived Mutant Peptide; Menin + Texas Red MLL mutant peptide, fluorescence polarization; Potency, µM (titrated, usually from 61.6 µM), for the others: at the top dose FP activity change, negative = inhibition, usual class: inhibitors; 0.23% of 270,000 active; active = well fitted inhibition curve with a large enough effect in the polarisation, with a control signal flat, not every such curve was filed as active; inconclusive = small, poorly fitted or top-dose-only effect, or effect the other way, or a change in a side signal; inactive = no such curve, though single readings can be large or run the other way; the % refers to the polarisation; note: potency is the fitted concentration of half-maximal effect; % of control where 0% means no effect; many of its hits are not listed in these tables
# Coupling enz: qHTS Assay for Inhibitors of Fructose-1,6-bisphosphate Aldolase from Giardia Lamblia: Coupling assay counterscreen; 0.67% of 290,000 active; coupling enzyme system counterscreen, AmpLite Red fluorescence; activity change, negative = inhibition, % at 58.2 µM, hits read low; in the data active = activity change below about -30%; note: % is set by controls: 0 for no effect and ±100 for the full control effect
#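 Activity here indicates interference with the coupling reaction, not aldolase inhibition. Compounds at 57.5 uM final met coupling enzymes for 10 min at RT; substrate and AmpLite Red detection followed, with a 525/598 nm fluorescence read after 20 min.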
# MLL CXXC-DNA inh: qHTS Fluorescence Polarization Assay for Inhibitors of MLL CXXC domain - DNA interaction; Histone-lysine N-methyltransferase 2A (Homo sapiens), Q03164; MLL-CXXC / FITC-HOXA9 DNA fluorescence polarization; Potency, µM (series often up to 115 µM), inactives show at the highest dose activity change, negative = inhibition, most hits filed as inhibitors; 0.037% of 290,000 active; active = well fitted inhibition curve with a large enough effect in the polarisation, with a control signal flat, not every such curve was filed as active; inconclusive = small, poorly fitted or top-dose-only effect, or effect the other way, or a change in a side signal; inactive = no such curve, though single readings can be large or run the other way; the % refers to the polarisation; note: potency is the fitted concentration of half-maximal effect
#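 Fluorescence polarization: 7 uM MLL-CXXC (stock) preincubated 5 min with compounds, then 50 nM fluorescein-HOX-A9 DNA (stock) added; 30 min ambient. Buffer 50 mM Tris-HCl pH 7.5, 50 mM NaCl, 1 mM DTT, 0.05% BSA.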
# GALK inh: qHTS Assay for Inhibitors of Human Galactokinase (GALK) | P51570 | Purified GALK, Kinase-Glo residual ATP luminescence | Potency, µM (doses to about 57.5 µM), without a hit: at the highest dose activity change, negative = inhibition, hits mostly inhibitors | 0.007% of 270,000 active | AID 1868, 2009; note: potency is the fitted concentration of half-maximal effect; % is set by controls: 0 for no effect and ±100 for the full control effect
#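 Kinase-Glo Plus luminescence measured ATP left after a 1 h room-temperature reaction. The reaction used 5 nM GALK, 100 uM galactose and 35 uM ATP at pH 8.0 (20 mM HEPES, 5 mM MgCl2, 60 mM NaCl, 1 mM DTT, 0.01% BSA).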
# KCNH2 3.1 block: qHTS for Inhibitors of KCHN2 3.1: Mutant qHTS; AID 720553, 2013; 0.95% of 340,000 active; U2OS KCNH2 3.1, thallium flux FluxOr; stronger effect = lower value; Potassium voltage-gated channel subfamily H member 2, brain isoform KCNH2 3.1 (human); activity change, % (tested at about 1.8 µM);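 active = maximum activity change below -70%; inconclusive = maximum activity change from -70% to -50%; inactive = maximum activity change above -50%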;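 note: thallium influx rate constant from kinetic fluorescence after stimulation buffer; % is set by controls: 0 for no effect and ±100 for the full control effect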
#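 U2OS cells transduced with KCNH2 3.1 mutant virus (1.77 x 10^8 /mL, 4 h), plated overnight at 37 C, loaded 45 min with FluxOr dye plus Red40 quencher. Thallium flux rate constant from kinetic reads after stimulation buffer, normalised to controls.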
# hERG WT inh: qHTS for Inhibitors of KCHN2 3.1: Wildtype qHTS | Voltage-gated inwardly rectifying potassium channel KCNH2 (Homo sapiens), Q12809 | activity change, % at 1.84 µM | U2OS, BacMam KCNH2, thallium flux FluxOr; stronger effect = lower value | 0.37% of 340,000 active;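 active = maximum activity change below -70%; inconclusive = maximum activity change between -70% and -50%; inactive = maximum activity change above -50%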; note: % is set by controls: 0 for no effect and ±100 for the full control effect
#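 U2OS cells were transduced with wild-type KCNH2 virus (2.03 x 10^8 / mL) for 4 h at room temperature, then cultured overnight at 37 C. Thallium flux was read with FluxOr dye. Rate constants were normalized to DMSO controls.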
# TRPV1 ag: HTS Assay for Compounds that Act as Agonists of the Vanilloid Receptor 1; TRPV1-expressing cells, Fluo-8 calcium influx, agonist mode; activation, % at 8.33 µM; 0.19% of 320,000 active; in the data active = activation above about 80%; inconclusive = between about 30% and that limit; note: 0% is about no effect
# Target sequence (Q8NER1 whole entry, looked up): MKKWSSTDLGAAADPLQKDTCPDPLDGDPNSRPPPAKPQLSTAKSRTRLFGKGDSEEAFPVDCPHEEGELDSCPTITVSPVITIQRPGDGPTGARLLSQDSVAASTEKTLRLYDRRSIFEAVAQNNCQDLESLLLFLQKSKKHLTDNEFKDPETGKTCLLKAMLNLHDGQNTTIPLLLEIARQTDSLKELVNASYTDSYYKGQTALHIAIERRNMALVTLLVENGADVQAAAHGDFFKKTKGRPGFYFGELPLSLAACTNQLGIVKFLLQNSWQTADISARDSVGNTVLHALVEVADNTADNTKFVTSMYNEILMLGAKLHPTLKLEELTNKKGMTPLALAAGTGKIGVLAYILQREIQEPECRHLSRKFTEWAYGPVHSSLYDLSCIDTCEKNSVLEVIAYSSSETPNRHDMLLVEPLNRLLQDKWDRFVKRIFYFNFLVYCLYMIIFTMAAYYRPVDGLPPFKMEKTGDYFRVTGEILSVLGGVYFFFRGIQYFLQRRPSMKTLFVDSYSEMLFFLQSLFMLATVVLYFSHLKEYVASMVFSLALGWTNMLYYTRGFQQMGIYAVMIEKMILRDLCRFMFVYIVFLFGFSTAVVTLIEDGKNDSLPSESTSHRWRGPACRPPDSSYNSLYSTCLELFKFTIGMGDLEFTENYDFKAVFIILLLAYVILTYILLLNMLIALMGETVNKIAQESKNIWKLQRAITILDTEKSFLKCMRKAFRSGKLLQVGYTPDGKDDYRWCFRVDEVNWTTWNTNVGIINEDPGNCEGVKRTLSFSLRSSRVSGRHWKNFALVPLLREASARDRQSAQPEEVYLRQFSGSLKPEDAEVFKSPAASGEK
#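 Cells expressing TRPV1 were dye-loaded with Fluo-8 and read kinetically: 10 s baseline, 3 min after compound (agonist portion), then 2 min after EC20 capsaicin (allosteric enhancer portion). Calcium-bound dye fluorescence at 480/520 nm.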
# PKM2 act: qHTS Assay for Activators of Human Muscle isoform 2 Pyruvate Kinase; Pyruvate kinase PKM (Homo sapiens), P14618; purified PKM2, Kinase-Glo ATP luminescence, activation; response scale: 0% is enzyme alone, no compound; Potency, µM (highest dose often 57.5 µM), without a hit: at the highest dose activation, hits mostly activators; 0.34% of 260,000 active; AID 1631, 2009; note: potency is the fitted concentration of half-maximal effect; % is set by controls: 0 for no effect and ±100 for the full control effect; nearly all actives have a fitted effect of over 55% in size
#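 ATP formation by purified human PK-M2, quantified via coupled luciferase luminescence after 1 h at room temperature with 0.1 mM ADP and 0.5 mM PEP final.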
# USP2a inh: qHTS Assay for Inhibitors of Ubiquitin-specific Protease USP2a Using CHOP2 as the Reporter; USP2 core, Ub-CHOP2 coupled fluorogenic reporter, 485/531; 0.01% of 330,000 active; Ubiquitin carboxyl-terminal hydrolase 2 (Homo sapiens), O75604; Potency, µM (series often up to 38.3 µM), inactives show at the highest dose activity change, negative = inhibition, most hits filed as inhibitors;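 note: potency is the fitted concentration of half-maximal effect; plate controls were DMSO wells for no effect and full inhibition by NEM control for full effect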
#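 USP2 core (10nM final) preincubated 30min RT with compound in 20mM Tris-HCl pH 8.0, 2mM CaCl2, 2mM beta-mercaptoethanol, 0.05% CHAPS; 25nM Ub-CHOP2 plus 25nM reporter substrate added, fluorescence (Ex485/Em531) read after 60min.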
# Giardia killer: Small Molecules that selectively kill Giardia lamblia: qHTS; Giardia lamblia trophozoite viability; activity change, % at 7.66 µM, hits read low; 0.15% of 340,000 active; in the data active = activity change below about -80%; inconclusive = between about -30% and that limit;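 note: parasites exposed to compound for two days anaerobically before the ATP read; % is set by controls: 0 for no effect and ±100 for the full control effect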
#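 Media and compound were dispensed first, then trophozoites at 100 cells/well; plates sat 48 hrs at 37 deg C without oxygen before ATP luminescence reagent was added and read after 15-30 min at room temperature.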
# B2AR arrestin: qHTS assay of beta-arrestin-biased ligands of beta2-adrenergic receptor; Beta-2 adrenergic receptor (Homo sapiens), P07550; beta-arrestin recruitment to beta2AR, cell-based reporter; Potency, µM (titrated, usually from 46.1 µM), inactives show at the top dose activation, hits mostly activators; 0.02% of 330,000 active; AID 492947, 2010;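 note: potency is the fitted concentration of half-maximal effect; 0% = DMSO controls and full agonism = EC100 isoproterenol or metaproterenol; nearly all actives have a fitted effect of over 65% in size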
# Numbers without * were called inactive; i = inactive; ? = inconclusive; nt = no result given; [ ] = remark or other dose. Unless noted, calls come from the whole dose curve; as a rule, active = well fitted curve in the direction sought with a large enough effect; inconclusive = small, poorly fitted or top-dose-only effect, or another doubt; inactive = no such curve, though single readings can be large; an effect the other way counts as inactive or inconclusive. Only part of the results is shown. The share of hits here may be higher or lower than overall.
SMILES,Menin-MLL TR inh,Coupling enz,MLL CXXC-DNA inh,GALK inh,KCNH2 3.1 block,hERG WT inh,TRPV1 ag,PKM2 act,USP2a inh,Giardia killer,B2AR arrestin
CC1COC(Cn2c3ccccc3c3ccccc32)O1 (stereo not given),nt,-10,5%,0%,3,-2,7,21%,-6%,5,-0.3%
O=C(CCS(=O)(=O)c1ccc(Cl)cc1)Nc1nc(-c2cccnc2)cs1,?,-2,6%,-2%,-11,-4,-1,3%[0.46 µM],0%,0,-0.8%
Cc1cc(NS(=O)(=O)c2ccc(NC(=O)/C=C/c3c(F)cccc3Cl)cc2)nc(C)n1,?,7,-3%,-6%,-4,2,0,1%,-2%,20,2.6%
COC(=O)[C@@H](NC(=O)c1ccccc1OC1CCN(S(C)(=O)=O)CC1)C(C)C,-13%,0,-11%,0%,-12,2,4,-3%[11.5 µM],-1%,-1,0.0%
COc1cccc(CN2CCNC(=O)C2CC(=O)NCc2cn3ccccc3n2)c1OC (stereo not given),-12%,-6,-12%,2%,-15,-8,2,3%,0%,-2,-1.1%
Cc1ccc(NC(=O)COc2ncnc3cc([N+](=O)[O-])ccc23)cc1S(=O)(=O)N1CCOCC1,nt,1,6%,1%,1,6,-2,0%,3%,-18,0.4%
CC(C)Cn1c(N)c(C(=O)COC(=O)c2ccc([N+](=O)[O-])o2)c(=O)n(C)c1=O,10%,-4,-9%,0%,-11,-2,2,7%,-1%,-26,0.0%
O=C(NC1CCCC1)c1cc2ccccc2o1,nt,nt,-7%,-3%,2,-6,17,-1%,0%,-29,0.0%
O=C(COC(=O)c1cc(S(=O)(=O)N2CCOCC2)ccc1O)NCC1CCCO1 (stereo not given),2%,0,-12%,-1%,4,-1,2,-11%,2%,-6,-4.3%
C=CCN1C(=O)C(=O)N(CC(=O)NCC(=O)Nc2ccc(F)c(F)c2F)C1=O,nt,nt,nt,nt,-9,9,nt,nt,7%,1,-0.3%

# Individual results from above.
# `CC(C)Cn1c(N)c(C(=O)COC(=O)c2ccc([N+](=O)[O-])o2)c(=O)n(C)c1=O` in KCNH2 3.1 block has -11
# `O=C(CCS(=O)(=O)c1ccc(Cl)cc1)Nc1nc(-c2cccnc2)cs1` in TRPV1 ag has -1
# `COc1cccc(CN2CCNC(=O)C2CC(=O)NCc2cn3ccccc3n2)c1OC` (stereo not given) in Giardia killer has -2

# New compounds follow
SMILES,Menin-MLL TR inh,Coupling enz,MLL CXXC-DNA inh,GALK inh,KCNH2 3.1 block,hERG WT inh,TRPV1 ag,PKM2 act,USP2a inh,Giardia killer,B2AR arrestin
CCOc1ccc(-c2[nH]nc3c2C(c2cccnc2)C(C#N)=C(N)O3)cc1 (stereo not given),-7%,-1,7%,0%,-1,1,-2,-3%,-2%,1,0.0%
Cc1ccc(NC(=O)c2ccc(OCC3CCCO3)cc2)c(C)c1 (stereo not given),-6%,-1,-2%,0%,-1,-2,3,3%,3%,-3,-0.7%
COC(=O)[C@@H]1Cc2c([nH]c3ccccc23)C2CCC(=O)N21 (stereo not given in full),?,-1,31%,nt,1,0,1,nt,-1%,-6,-0.3%
O=c1oc(Nc2cccc(F)c2)nc2ccccc12,6%,0,8%,-1%,-2,-8,-7,-3%,1%,59[activator],-0.8%
COc1ccc(Cl)cc1Nc1nc(N)nc(C(F)(F)F)n1,28%,-1,1%,-3%,13,3,3,-4%,0%,-8,-1.7%
O=C(Cc1coc2cc3c(cc12)CCC3)OCC(=O)N1CCCC1=O,-1%,-1,-8%,1%,7,-3,15,3%,-1%,-3,-0.2%
CS(=O)(=O)c1ccc(C(=O)N2CC(=O)Nc3ccccc32)cc1,8%,-1,25%,2%,1,33,-3,4%,2%,13,0.5%
O=C(CCN=C1NS(=O)(=O)c2ccccc21)Nc1ccc(Cl)cc1F,nt,nt,nt,nt,-21,-11,-1,nt,1%,-16,0.4%
CCCCc1c(O)nc(SCC(=O)c2ccccc2)n(-c2ccccc2OC)c1=O,nt,6,-1%,4%,-6,7,6,-1%,-1%,-9,0.5%
O=C(NC1CCN(S(=O)(=O)c2ccc(Cl)cc2)CC1)c1cccnc1,9%,-3,-2%,0%,-32,24,8,2%,0%,-5,0.0%
O=C(O)c1ccc(N/N=C/c2cn(Cc3ccccc3F)c3ccccc23)cc1,nt,15,-6%,5%,12,0,3,-4%,-1%,6,0.5%
CNC(=O)Cn1nc(C)c(S(=O)(=O)N2CCOCC2)c1C,nt,nt,nt,nt,-15,-7,nt,nt,4%,-3,-0.2%
Cc1cccc(NC(=O)CCN2CC(C)CC(C)C2)c1 (stereo not given),-17%,3,0%,0%,-4,14,-1,-3%,-2%,13,-0.7%
CC(=O)c1ccc(N2CCN(C(=O)c3cccc(Oc4ccccc4)c3)CC2)cc1,-15%,0,-5%,-1%,-37,-4,17,3%,-5%,8,0.2%
N#Cc1nc(Cc2cccc3ccccc23)oc1NCCCn1ccnc1,22%,-13,31%[activator],0%,-26,8,-1,?,-1%,15,-0.2%
COCCCNC(=O)CCn1c(=O)c2ccccc2n(Cc2cccc([N+](=O)[O-])c2)c1=O,-2%,0,3%,-1%,9,-1,-9,-4%,-7%,-1,-0.4%
CCCN1C(=O)/C(=C/c2nc3ccccc3c(=O)[nH]2)c2ccccc21,-1%,2,2%,0%,20,-5,-1,8%,3%,5,2.5%
Cc1cc(OC(C)C)nc(-c2ccccc2O)n1,14%,-1,-20%,0%,-20,2,5,2%,4%,0,0.0%
COc1ccc(NC(=O)CSc2nc(-c3ccco3)nc3cc(=O)[nH]n23)cc1Cl,nt,nt,-3%,-3%,6,-10,-2,nt,2%,17,-0.1%
CCO[C@@H]1OC(C(=O)O)=C[C@H](c2ccc(C(F)(F)F)cc2)[C@H]1CCCO,-3%,9,-5%,2%,nt,nt,2,0%,-5%,-14,-0.9%

# Results in Giardia killer, for some of the entries so far:
SMILES	Giardia killer
CC(=O)c1ccc(N2CCN(C(=O)c3cccc(Oc4ccccc4)c3)CC2)cc1	8
N#Cc1nc(Cc2cccc3ccccc23)oc1NCCCn1ccnc1	15

# Next section
SMILES,Menin-MLL TR inh,Coupling enz,MLL CXXC-DNA inh,GALK inh,KCNH2 3.1 block,hERG WT inh,TRPV1 ag,PKM2 act,USP2a inh,Giardia killer,B2AR arrestin
O=C(NCCc1c[nH]c2ccccc12)c1cncc(Br)c1,19%,1,3%,7%,12,-22,-13,-2%,0%,19,-0.4%
CCOc1cc(C(=O)Nc2ccc(F)cc2)cc(Br)c1OC,49%[activator],-4,-2%,-1%,10,i,?,-3%,1%,-1,-0.6%
O=C(COc1ccccc1C(=O)O)Nc1cccc2ccccc12,nt,nt,nt,nt,-9,-7,nt,nt,0%,1,-0.3%
Cc1cccnc1NC(=O)c1ccc(OCC2CCCO2)cc1 (stereo not given),nt,nt,nt,nt,2,-6,-1,nt,2%,0,0.9%
COc1ccccc1-n1nnnc1SCc1cc2c(cc1Br)OCO2,9%,-7,-4%,0%,-13,-5,1,-7%,0%,-13,-0.3%
O=C(Cn1ccc2cc(S(=O)(=O)N3CCCC3)ccc21)NCc1ccccc1,8%,0,4%,-3%,8,-21,15,nt,1%,17,0.0%
Cc1ccc(S(C)=O)cc1-n1c(=O)n(Cc2ccccc2)c(=O)c2[nH]cnc21 (stereo not given),-2%,1,68%[activator],0%,-8,-2,3,nt,2%,8,-0.9%
CCOC(=O)c1c(NC(=O)C2=C(C)NC(=S)NC2c2ccc(F)cc2F)sc(C)c1C (stereo not given),-10%,1,14%,0%,1,-3,5,-8%,-4%,-15,-0.3%
Cc1onc2c(=O)n(-c3ccccc3)nc(-c3ccccc3)c12,nt,-2,-2%,-1%,18,-1,3,1%,-1%,-9,-0.4%
CCOC(=O)N1CCC(NC(=O)c2cc(C(=O)NCc3ccc(F)cc3)ccc2CO)CC1,7%,3,4%,2%,-16,2,2,-2%,4%,-16,0.2%
